# TcdB inh = blocks C. difficile toxin B glycohydrolase activity. inhibition, % at 9.99 µM. AID 652162. 0.24% of 350,000 active. P18177. TcdB glycohydrolase enzymatic assay, plate reader; in the data active means inhibition above about 10%
# BoNT-A LC inh2 = BoNT A light chain protease inhibition. 0.17% of 360,000 active. multiplex microsphere protease substrate cleavage, flow cytometry. inhibition, % at 10 µM. AID 588499; further: plate controls were buffer without enzyme for full effect and enzyme alone for no effect
# FadD28 FP inh = inhibitors of Mycobacterium tuberculosis FadD28 bisubstrate binding; inhibition, % at 12.5 µM; FadD28 bisubstrate probe binding, fluorescence polarization; 0.22% of 360,000 active; in the data active means inhibition above about 8.5%, passing the limit was not always enough; inconclusive means no clear call, values can overlap the other calls
# CCHF vOTU inh = blocks the CCHF virus ovarian tumor domain protease; CCHFV vOTU protease, Pep-AMC fluorescence; inhibition, % at 11.5 µM; 0.55% of 370,000 active; in the data active means inhibition above about 30%; further: 0% = vehicle wells with enzyme and 100% = no enzyme wells
# Yp Topo-I inh = inhibitors of Yersinia pestis topoisomerase I; Y. pestis Topo-I cleavage product accumulation, plate reader; activity, % at 10 µM; 0.064% of 360,000 active; in the data active means activity above about 50%, passing the limit was not always enough; inconclusive means no clear call, values can overlap the other calls; further: inactives centre near 2
# PfHsp40 yeast = restores yeast growth despite PfHsp40 toxicity. growth rescue, % at 12.5 µM. AID 504582. S. cerevisiae expressing PfHsp40, growth rescue, ATP luminescence. 0.68% of 340,000 active; in the data active means growth rescue above about 28%, passing the limit was not always enough; inconclusive means no clear call, values can overlap the other calls;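 further: yeast W303a lacking pdr1 and pdr3 grown in galactose medium; growth measured after three days at 30 °C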
# BoNT-F LC inh = blocks Botulinum neurotoxin F light chain protease; Multiplex microsphere protease cleavage assay, flow cytometry; inhibition, % at 10 µM; 0.22% of 360,000 active; in the data active means inhibition above about 35%, passing the limit was not always enough; inconclusive means no clear call, values can overlap the other calls; further: plate controls were buffer without enzyme for full effect and enzyme alone for no effect
# Anthrax LF prot = anthrax lethal factor protease inhibition; P15917; multiplex microsphere protease cleavage assay, LF; inhibition, % at 10 µM; 0.12% of 360,000 active; further: plate controls were buffer without enzyme for full effect and enzyme alone for no effect
# PrPC surface inh = cell surface PrPC inhibition, primary TR-FRET screen | TR-FRET read-out | inhibition, % at 13.8 µM | 0.43% of 370,000 active | AID 720596; in the data active means inhibition above about 24%; further: 0% = median of the test wells and 100% = reference compound wells
# * hit, by the source's call; ? = inconclusive; nt = no result given; & = joins results of further samples. Unless noted, no stated cut-off is given here; in the data, active means inhibition above about 30%; inconclusive means no clear call, values can overlap the other calls; inactive means below that.
cpd	molecule	TcdB inh	BoNT-A LC inh2	FadD28 FP inh	CCHF vOTU inh	Yp Topo-I inh	PfHsp40 yeast	BoNT-F LC inh	Anthrax LF prot	PrPC surface inh
1	COc1ccc(CCN(C)C(=O)N2CCOCC2)cc1OC	nt	-0.3	-1.0	-3.6	6.5	0.3	3.8	-6.4	-5.2
2	CCCCN(CCCC)S(=O)(=O)c1ccc(N2CCCC2=O)c([N+](=O)[O-])c1	nt	0.6	-2.4	-3.7	12.5	-0.2	2.7	-0.9	-13.7
3	O=C(CSc1nnc(-c2ccccc2Cl)o1)N1CCCCC1	0.1	-0.6	3.8	-7.0	2.0	0.8	-6.9	3.0	-5.7
4	O=C(CN1C(=O)NC2(CCCC2)C1=O)Nc1cc(C(F)(F)F)ccc1N1CCOCC1	1.3	0.4	0.0	16.9	-5.7	-2.0	-2.3	-0.4	-5.9
5	Cn1c(=O)c2[nH]c(Cc3cccc(O)c3)nc2n(C)c1=O	0.4	-0.1	-1.1	-9.7	-1.7	-0.2	-5.5	-10.5	4.8
6	OC(COCC1COc2ccccc2O1)CN1CCN(c2ccccn2)CC1 (stereo not given)	0.9	-0.5&0.3	-0.3&-3.8	-4.1	12.4&15.1	1.0&-0.4	-4.3&12.6	0.9&0.9	-5.8
7	NC(=O)C1CCN(c2ccc(C(F)(F)F)cc2[N+](=O)[O-])CC1	nt	4.0	0.5	6.8	8.6	-0.6	2.8	-4.6	-7.0
8	COc1cccc(-c2nnc(SCC3CNC(=O)O3)n2-c2ccc(Cl)cc2)c1 (stereo not given)	nt	-0.4	-0.9	1.2	7.1	-1.0	-3.3	-0.7	-5.0
9	COc1ccc(CN(C)C(=O)C(Cc2ccccc2)NC(=O)c2ccccc2)c(OC)c1OC (stereo not given)	0.8	-0.2	-1.3	4.7	14.8	nt	-4.1	-3.0	0.6
10	CS(=O)(=O)c1ccc(CNC(=O)C2(C(F)(F)F)C/C(=C\Cc3ccccc3)CCCO2)cc1 (stereo not given)	9.6	-0.1	0.2	1.1	-6.7	0.5	-1.4	-2.0	-1.7
11	COc1cc(/C=N/O)ccc1OCc1ccc(C(=O)O)cc1	nt	0.3	-3.3	8.7	0.2	-1.0	-2.4	1.4	-1.7
12	COc1ccc(/C=N/n2c(C3CCCCC3)n[nH]c2=S)c(OC)c1	-1.4	5.4	2.5	4.2	-7.6	-0.3	11.6	-3.6	-7.6
13	Cn1c(=O)c2c(ncn2CC(=O)N2CCCCCC2)n(C)c1=O	0.0	nt	-2.0	13.8	-3.9	-0.5	nt	nt	4.1
14	Cc1cc(C)c(C)c(S(=O)(=O)N2CCCCC2C(=O)O)c1C (stereo not given)	15.0*	0.2	-5.0	0.7	13.2	-1.3	-3.4	-3.8	-2.7
15	COc1ccc(-c2c3c(nc4sc5c(=O)[nH]c(C)nc5c24)CCC3)cc1	nt	0.1	-4.9	-2.9	0.2	-0.4	9.9	-0.5	8.3
16	CCOc1ccc(/C(O)=C2/C(=O)C(=O)N(c3ncccn3)C2c2ccc(C)cc2)cc1 (stereo not given)	0.3	-1.3	-4.7	5.2	-1.1	-0.5	?	-15.1	6.2
17	CC(C)CCNC(=O)c1cnn2c(C(F)(F)F)cc(-c3ccco3)nc12	nt	6.8	0.0	-3.0	-0.8	1.2	7.4	-5.3	-7.2
18	CCCNC(=O)c1ccc2c(c1)nc(C)n2-c1cccc(C)c1	-9.9	-0.5	-1.0	-4.9	0.5	0.8	-13.3	3.4	2.2
19	Cc1ccccc1[C@@]1(C)ON(c2ccccc2C(F)(F)F)C1=O	1.3	0.0	-1.2	1.3	8.7	-1.3	-0.8	-5.2	0.4
20	CCOc1ccc(S(=O)(=O)N(CC(=O)O)c2ccccc2)cc1	nt	-0.1	-0.6	-12.7	2.2	0.1	4.7	-0.1	-3.2
21	O=C1C(=O)N(CCO)C(c2ccccc2)/C1=C(\O)c1ccccc1 (stereo not given)	3.8	0.0	-0.9	12.5	4.9	0.2	-10.1	-4.8	-10.7
22	Cc1cc(OCc2cc(C(=O)N(C)Cc3ccccn3)no2)cc(C)c1Cl	1.7	-0.3	-3.1	-0.6	40.7	1.7	-4.2	6.4	9.8
23	COc1cc2c(=O)n(CCCN3CCOCC3)c(=S)[nH]c2c(OC)c1OC	nt	2.2	0.6	10.0	-1.0	-0.6	8.2	-1.4	7.8
24	Cc1cccc(N2CCN(C(=O)C3CCN(S(=O)(=O)c4c(C)noc4C)CC3)CC2)c1C	0.0	-3.8	-1.2	1.6	40.9	2.1	-7.2	-4.5	-4.3
25	Cc1cc(C)cc(C(O)c2ncc(-c3ccc(Cl)cc3)[nH]2)c1 (stereo not given)	1.5	-0.6	-1.5	11.6	4.2	nt	-13.6	-5.9	-6.1
26	COc1cc(C(=O)NCCC(=O)N2CCC3(CC2)NCCc2[nH]cnc23)cc(OC)c1OC	-0.3	-0.2	-0.1	-9.6	1.6	-0.7	-1.7	-3.0	-5.7
27	Cc1cc(C)n(CC2CC(=O)N(c3ccc(C)c(Cl)c3)C2=O)n1 (stereo not given)	0.8	-0.8	-1.5	-3.8	0.0	-0.4	-3.8	-1.2	-0.7
28	COC(=O)c1cc(S(=O)(=O)Nc2ccc(C)c(F)c2)c[nH]1	0.8	-0.7	-0.7	0.6	-0.9	-1.0	0.8	-6.5	-3.8
29	O=c1[nH]c(=O)n([C@H]2C[C@H](O)[C@@H](CO)O2)cc1I	1.2	-0.2	-3.6	0.7	2.8	75.9*	-2.8	-3.6	-4.9
30	Cn1cc(C(=O)Nc2ccc3c(c2)CCC3)cn1	nt	-1.4	-1.4	-4.1	7.7	-1.7	-4.5	-2.1	4.7

# Whole records, looked up by structure. Screens in order: TcdB inh, BoNT-A LC inh2, FadD28 FP inh, CCHF vOTU inh, Yp Topo-I inh, PfHsp40 yeast, BoNT-F LC inh, Anthrax LF prot, PrPC surface inh
# COc1ccc(CCN(C)C(=O)N2CCOCC2)cc1OC is entered as nt, -0.3, -1.0, -3.6, 6.5, 0.3, 3.8, -6.4, -5.2
# Cc1cccc(N2CCN(C(=O)C3CCN(S(=O)(=O)c4c(C)noc4C)CC3)CC2)c1C is entered as 0.0, -3.8, -1.2, 1.6, 40.9, 2.1, -7.2, -4.5, -4.3
# COc1ccc(-c2c3c(nc4sc5c(=O)[nH]c(C)nc5c24)CCC3)cc1 is entered as nt, 0.1, -4.9, -2.9, 0.2, -0.4, 9.9, -0.5, 8.3
# O=C(CN1C(=O)NC2(CCCC2)C1=O)Nc1cc(C(F)(F)F)ccc1N1CCOCC1 is entered as 1.3, 0.4, 0.0, 16.9, -5.7, -2.0, -2.3, -0.4, -5.9

# Back to the main list, starting 2 compounds before the break.
cpd	molecule	TcdB inh	BoNT-A LC inh2	FadD28 FP inh	CCHF vOTU inh	Yp Topo-I inh	PfHsp40 yeast	BoNT-F LC inh	Anthrax LF prot	PrPC surface inh
29	O=c1[nH]c(=O)n([C@H]2C[C@H](O)[C@@H](CO)O2)cc1I	1.2	-0.2	-3.6	0.7	2.8	75.9*	-2.8	-3.6	-4.9
30	Cn1cc(C(=O)Nc2ccc3c(c2)CCC3)cn1	nt	-1.4	-1.4	-4.1	7.7	-1.7	-4.5	-2.1	4.7
31	N#CC1=C(N)N(c2ccccc2)C2=C(C(=O)CCC2)C1c1ccccc1 (stereo not given)	nt	-1.3	-2.2	20.2	5.4	0.7	-24.9	-5.3	3.6
32	O=S(=O)(CCN(CCS(=O)(=O)C(F)(F)F)CC1CCCO1)C(F)(F)F (stereo not given)	nt	-0.9	2.1	-3.2	1.3	-1.1	-11.6	-2.9	10.1
33	CC(C)CN(C(=O)CSc1nnc(C2CC2)n1-c1ccccc1)C1CCS(=O)(=O)C1 (stereo not given)	1.1	-3.7	-0.7	8.5	8.7	-1.1	-4.0	0.2	-4.2
34	CCOC(=O)c1ccc(N2CCCCC2)c(NS(=O)(=O)c2ccc(C)cc2)c1	1.1	-0.6	-1.2	4.8	38.0	0.4	-11.2	-1.9	11.7
35	O=C(c1ccc2c(c1)CCN2S(=O)(=O)c1ccccc1)N1CCN(c2ccccc2)CC1	0.2	-0.7	-4.1	3.6	17.1	1.4	-5.4	-3.3	-1.1
36	COC(=O)c1cc(-c2ccc(NC(C)=O)cc2)nc2ccccc12	2.1	0.4	-1.9	-11.9	7.4	4.0	-2.9	-1.0	-17.1
37	CC(Sc1nnnn1C1CCCCC1)C(=O)O (stereo not given)	0.9	-0.1	-3.3	-10.1	-8.2	0.5	-1.2	3.1	1.3
38	CC(=O)Oc1ccc(C(=O)Cc2ccccn2)c(O)c1	nt	-0.3	0.3	-11.8	6.0	0.2	-2.7	-0.6	-2.5
39	O=C(NCCc1ccccc1)C1Cc2c(-c3ccccc3Oc3ccccc3)ccnc2O1 (stereo not given)	0.3	-0.1	-0.2	14.2	35.3	nt	-2.0	5.9	-1.4
40	O=C1C(Cl)=C(N2CCCCCC2)C(=O)N1c1ccc(Br)cc1	-0.5	3.0	-1.2	4.9	1.4	9.7	-14.9	0.0	2.8
41	Cc1ccc(N(CC(=O)NCCc2ccc(Cl)cc2)S(=O)(=O)c2c(C)noc2C)cc1	1.7	-1.6	-4.8	3.0	26.5	-0.7	-7.4	0.8	1.4
42	CCN1CCc2c(C#N)c(NCc3ccccc3)nc(NCCO)c2C1	nt	-0.8	-2.4	-42.3	1.6	-0.6	6.4	-10.0	-8.4
43	CC(=O)Nc1ccc(NC(=O)CN(C)CC(=O)Nc2ccccc2Br)cc1	-0.6	0.3	0.1	-7.2	1.1	-0.6	-1.9	-5.3	6.3
44	C[C@H](NC(=O)c1cccc([N+](=O)[O-])c1)C(=O)OCC(=O)c1ccccc1Br	1.6	-0.3	-2.8	5.5	-1.2	0.2	-7.9	0.6	-11.7
45	COc1ccc(-c2csc(Nc3ccc(C)cn3)n2)cc1OC	1.4	-0.2	-3.9	-3.2	11.2	3.4	-7.4	16.1	2.1
46	S=c1[nH]nc(Cc2sc(-c3ccccc3)nc2-c2ccccc2)o1	nt	0.0	-2.8	10.6	-0.9	5.0	-7.5	3.5	7.0
47	CCOc1ccccc1NC(=O)N1CCc2ccccc2C1	0.3	-0.1	-2.0	1.1	7.8	-1.4	0.9	0.9	-0.1
48	COc1ccc(NC(=O)CN(C)C(=O)CCNS(=O)(=O)c2ccc(Br)cc2)cc1	-0.2	-4.0	-2.8	0.5	11.2	-0.2	-2.3	1.2	3.2
49	Cc1onc(-c2ccccc2)c1C(=O)N/N=C/c1ccc([N+](=O)[O-])c(O)c1	0.8	-1.5	0.0	5.0	2.9	-0.3	-9.0	-1.0	-17.5
50	CC(OC(=O)c1ccccc1Nc1ccc(SC(F)F)cc1)C(N)=O (stereo not given)	nt	-0.1	-5.0	-2.5	20.6	-0.3	-9.1	-4.3	7.1
51	O=C(CN1C(=O)S/C(=C\C=C\c2ccccc2)C1=O)Nc1ccc(C(=O)O)cc1	0.5	1.0	-5.8	14.2	-0.2	3.0	3.0	1.2	-5.7
52	Fc1ccccc1NC(=S)N1CCCCC1	1.1	-1.0	-1.9	-8.9	-0.5	0.3	-5.4	-0.3	8.0
53	O=C(c1ccc(C(=O)N2CCCCCC2)cc1)N1CCCCCC1	nt	0.2	-4.0	3.2	-9.3	-1.5	-3.1	-5.7	-8.7
54	O=C(COc1ccccc1)Nc1ccc(S(=O)(=O)NCc2ccco2)cc1	nt	?	-2.6	0.0	8.0	-0.2	6.8	-5.2	0.3
55	O=C(OCc1nnc(-c2ccc([N+](=O)[O-])cc2)o1)C1CC(=O)N(CCc2ccccc2)C1 (stereo not given)	3.6	1.9	0.3	-2.9	2.1	0.7	7.1	0.0	-49.6
56	CCC(Sc1nc2c(c(=O)n1CC)SC(C)C2)C(=O)OC (stereo not given)	1.5	-0.4	-3.4	18.6	3.5	0.7	-8.0	-12.3	-3.1

# Screening results as filed in PubChem.
